mcGAS MS inh = inhibitors of Mus musculus cyclic GMP-AMP synthase, initial high-throughput assay, cell-free, RapidFire MS; recombinant mouse cGAS, cGAMP by RapidFire MS; AID 1259397, 2018; Q8C6L5; 0.18% of 130,000 active; inhibition, % at 12.5 µM;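 active = inhibition of cGAS enzyme activity at or above 60%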;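 note: enzyme stimulated by 45 bp dsDNA with ATP and GTP substrates; cGAMP share of summed cGAMP plus half ATP and half GTP signals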
Target sequence (Q8C6L5 whole entry, looked up): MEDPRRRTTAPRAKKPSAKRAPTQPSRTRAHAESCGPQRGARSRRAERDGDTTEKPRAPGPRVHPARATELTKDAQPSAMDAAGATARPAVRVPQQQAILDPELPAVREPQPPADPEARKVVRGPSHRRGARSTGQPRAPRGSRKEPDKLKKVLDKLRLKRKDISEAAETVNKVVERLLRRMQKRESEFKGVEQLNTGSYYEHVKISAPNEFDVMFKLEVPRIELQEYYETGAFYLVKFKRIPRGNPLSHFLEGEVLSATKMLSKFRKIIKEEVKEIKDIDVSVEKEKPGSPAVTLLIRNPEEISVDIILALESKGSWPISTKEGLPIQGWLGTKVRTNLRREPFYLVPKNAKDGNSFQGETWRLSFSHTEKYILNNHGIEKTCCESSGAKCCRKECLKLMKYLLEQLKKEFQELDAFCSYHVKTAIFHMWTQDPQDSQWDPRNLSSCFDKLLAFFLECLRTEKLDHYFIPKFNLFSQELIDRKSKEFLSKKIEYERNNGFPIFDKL
Numbers without * were called inactive; & = joins results of further samples; ! = not active in a repeat.

`CC(CCn1cccn1)n1ccnc1-c1ccccc1C(=O)O` (stereo unspecified) gave mcGAS MS inh 8.3.
`Cc1nc(CN)cc(N2CCC(n3c(=O)[nH]c4ccccc43)CC2)n1` gave mcGAS MS inh -12.7.
`CCOC(=O)c1cc(-c2c(OC)cc(OC)cc2OC)no1` gave mcGAS MS inh -6.4.
O=C(Nn1cnc2c(cnn2-c2ccc(F)cc2)c1=O)c1ccc2c(c1)OCO2 was read as mcGAS MS inh -3.3.
C=CCn1c(SCC(=O)c2ccc(C)cc2C)nnc1-c1cccnc1 was read as mcGAS MS inh -5.2.
Screening COCC(C)NC(=O)C1CCN(c2cc(C)c3ccc(Cl)cc3n2)CC1 (stereo unspecified) returned mcGAS MS inh -2.2.
Screening CC(Sc1ncc(C(F)(F)F)cc1Cl)C(=O)NC(=O)NC1CCCC1 (stereo unspecified) returned mcGAS MS inh -1.0.
`CC(C)(O)C#Cc1ccc(C(=O)NCC2(c3ccccc3)CCOCC2)o1` gave mcGAS MS inh -10.0.
`Cc1c(C(=O)OCC(=O)c2ccc[nH]2)sc2nc3n(c(=O)c12)CCC3` gave mcGAS MS inh -8.3.
Screening OCCC1CN(Cc2cn[nH]c2-c2ccc(F)cc2)CCN1CC1CCCCC1 (stereo unspecified) returned mcGAS MS inh -4.6.
`CC1=C(C(=O)N2CCC(CCC(=O)NC3CCN(Cc4ccccc4)C3)CC2)OCCO1` (stereo unspecified) gave mcGAS MS inh -5.6.
For CC(C)c1cncnc1N[C@@H]1CC[C@@H](N)C1 the results were mcGAS MS inh 6.5.
Screening CCN(CC)CCNc1ccc(CO)c2sc3ccccc3c(=O)c12 returned mcGAS MS inh 66.3*!.
`COc1ccc(CNCc2nnc(-c3ccc(C)n3C)o2)c(OC)c1` gave mcGAS MS inh -21.3.
OCC1(CCc2ccccc2)CCN(c2ccc3ccccc3n2)CC1 was read as mcGAS MS inh -28.1.

The last three compounds of the part above lead into the next.
Screening CCN(CC)CCNc1ccc(CO)c2sc3ccccc3c(=O)c12 returned mcGAS MS inh 66.3*!.
`COc1ccc(CNCc2nnc(-c3ccc(C)n3C)o2)c(OC)c1` gave mcGAS MS inh -21.3.
OCC1(CCc2ccccc2)CCN(c2ccc3ccccc3n2)CC1 was read as mcGAS MS inh -28.1.
CC(C)c1ccc(S(=O)(=O)N2CCN(CN3C(=O)CC4(CCCC4)C3=O)CC2)cc1 was read as mcGAS MS inh -4.7.
For O=C(CCC1CCN(C(=O)c2ccoc2)CC1)Nc1ccccc1 the results were mcGAS MS inh 0.5.
For COc1cccc(CNc2cc(C3CCNCC3)ncn2)c1OC the results were mcGAS MS inh -15.6.
Cc1ccc(C)c(OC(C)C(=O)NCc2nc(C)cc(=O)[nH]2)c1 (stereo unspecified) was read as mcGAS MS inh -13.8&4.6.
CCc1nc2ncc3c(=O)n(N4CCN(C)CC4)ccc3n2n1 was read as mcGAS MS inh -11.2.
CCN(C)Cc1cccc(CNCc2cccc3c2OCCO3)c1 was read as mcGAS MS inh -18.9.
For COc1cc(NC(=O)C(C)Oc2ccc(F)c(F)c2)cc(OC)c1 (stereo unspecified) the results were mcGAS MS inh -9.3.
`Nc1nc(-c2cc3ccccc3o2)nc(N2CCc3ccccc32)n1` gave mcGAS MS inh -13.0.
CCCOCCN1CCOC(c2ccc(Cl)c(Cl)c2)C1 (stereo unspecified) was read as mcGAS MS inh -7.2.
Screening CC(C)C(CNc1ccc2nnc(C(F)(F)F)n2n1)N1CCOCC1 (stereo unspecified) returned mcGAS MS inh -21.4.
For CCOc1cccc2cc(-c3csc(Nc4ccc(Cl)cc4Cl)n3)c(=O)oc12 the results were mcGAS MS inh -2.3.
`CCCNc1ncc(CN2CCN(S(=O)(=O)c3ccccc3)CC2)cn1` gave mcGAS MS inh -31.8.
`CC(=NC1=NCCS1)c1ccc(C)c(C)c1` gave mcGAS MS inh 0.9.
`O=C1COc2cc(C(=O)Nc3cccc4ncccc34)ccc2N1` gave mcGAS MS inh -9.0.
For CCN1CCCC1CNC(=O)CCC1CCN(Cc2ccnc3ccccc23)CC1 (stereo unspecified) the results were mcGAS MS inh -3.0.
Cc1ccc(NC(=O)Nc2ccc(Nc3cc(OC(C)C)nc(C)n3)cc2)cc1 was read as mcGAS MS inh 0.7.
CCOC=c1sc(=C(C#N)C(=O)Nc2ccccc2)n(-c2ccccc2)c1=O was read as mcGAS MS inh -0.1.
Screening COc1cc2c(cc1CN1CCN(Cc3cccc(C)c3)CC1)OCCCO2 returned mcGAS MS inh -28.1.
Screening O=C(COc1ccc(Cl)cc1)N1CCN(S(=O)(=O)Cc2ccccc2)CC1 returned mcGAS MS inh -8.6.
OCc1c[nH]c(=S)n1Cc1ccccc1 was read as mcGAS MS inh 0.7.
For COc1ccc(CNC(=S)N2CCNC(=O)C2)cc1 the results were mcGAS MS inh 0.1.
O=[N+]([O-])c1cccc(S(=O)(=O)NCCNS(=O)(=O)c2cccc([N+](=O)[O-])c2)c1 was read as mcGAS MS inh -3.7.
Screening O=C(Cn1cnnn1)Nc1cc(Cl)cc(Br)c1OC(F)F returned mcGAS MS inh -3.0.
Screening COC(=O)C1CCCCN1Cc1ccc2c(c1)CN(C(=O)c1ocnc1C)CCO2 (stereo unspecified) returned mcGAS MS inh -7.3.
For CC(C)CS(=O)(=O)Nc1ccc2c(c1)C(=O)N(C)c1ccccc1O2 the results were mcGAS MS inh -11.5.
For Cc1cccc(-c2ncc(CNCCCc3c(C)n[nH]c3C)cn2)c1 the results were mcGAS MS inh -7.5.
COCC(O)CN(C)C(=O)c1ccc(Oc2cccc(Br)c2)nc1 (stereo unspecified) was read as mcGAS MS inh 0.1.
Cc1ccc(-n2cnnc2SCC(=O)NC2(C(=O)O)CCCCC2)cc1 was read as mcGAS MS inh -6.5.
For Cn1cc(C(=O)Nc2cccc3ccccc23)c2[nH]c(=O)n(-c3ccc(Cl)cc3)c(=O)c21 the results were mcGAS MS inh -26.0.
`Cc1ncn(Cc2nc(-c3cccc(Oc4ccccc4)c3)oc2C)n1` gave mcGAS MS inh -16.6.
`CC1=C(CSCc2ccccc2)CS(=O)(=O)C1` gave mcGAS MS inh -8.7.
For CCC(C(=O)Nc1ccc(OC)cc1)N1CCCN(Cc2ccc(C)cc2)CC1 (stereo unspecified) the results were mcGAS MS inh -7.0.
Screening CC(C)(C)c1cc(NC(=O)CSc2nnc(N)s2)on1 returned mcGAS MS inh -3.2.
For CC1(C(=O)NS(=O)(=O)c2ccc(C#N)cc2)CCN1C(=O)C1(c2ccccc2)CC1 (stereo unspecified) the results were mcGAS MS inh -5.0.
For O=C(Cc1ccc(-n2cnnn2)cc1)NC(c1ccccc1)C1CCC1 (stereo unspecified) the results were mcGAS MS inh -2.6.
O=C(NN1C(=O)NC2(CCCCC2)C1=O)c1ccc(Cl)s1 was read as mcGAS MS inh -8.5.
`Cc1ccc(-c2nc(CC(=O)OCc3ccccc3)cs2)cc1` gave mcGAS MS inh 0.9.
Cc1ccc(-c2cc(NC(=O)CN3CCCCC3)on2)cc1 was read as mcGAS MS inh -15.7.
Screening CCOc1ccc(OCC(=O)Nn2cnc3c(cnn3C(C)(C)C)c2=O)cc1 returned mcGAS MS inh -6.3.
Screening CN1Cc2ccccc2CC1Cn1ccnc1-c1ccc(CO)o1 (stereo unspecified) returned mcGAS MS inh -9.0.
`Cc1ccc(-n2c(C)nn(CN3CCN(c4ccccc4O)CC3)c2=S)cc1` gave mcGAS MS inh -16.6.
Screening COc1cccc(-c2nc3ccc(C(=O)NCCN4CCCC4=O)cc3o2)c1 returned mcGAS MS inh -5.9.
CN(C)Cc1nc2ccccc2c(=O)n1Cc1nc(C(C)(C)C)cs1 was read as mcGAS MS inh 1.1.
CCCN1C(=O)C(CCC(=O)NNc2ccccc2C(F)(F)F)NC(=O)c2ccccc21 (stereo unspecified) was read as mcGAS MS inh -5.4.
`Cc1cc(C)n(-c2ccc(NC(=O)C3CCCCN3C(=O)c3cc(C)on3)cc2)n1` (stereo unspecified) gave mcGAS MS inh 4.7.

The final 2 entries of the part before lead into the next.
CCCN1C(=O)C(CCC(=O)NNc2ccccc2C(F)(F)F)NC(=O)c2ccccc21 (stereo unspecified) was read as mcGAS MS inh -5.4.
`Cc1cc(C)n(-c2ccc(NC(=O)C3CCCCN3C(=O)c3cc(C)on3)cc2)n1` (stereo unspecified) gave mcGAS MS inh 4.7.
For CCOC(=O)c1ccc(CN2CCCC2(C)C(=O)NCC(C)C)cc1 (stereo unspecified) the results were mcGAS MS inh -1.9.
Screening Clc1ccc(-n2ncnc2-c2ccc3c(c2)OCO3)cc1 returned mcGAS MS inh -15.1.
`C=CCn1c(C)cc(C(=O)CN2C(=O)C(=O)N(CCc3cccs3)C2=O)c1C` gave mcGAS MS inh -6.0.
O=[N+]([O-])c1ccccc1S(=O)(=O)NCc1ccc(F)cc1 was read as mcGAS MS inh -2.9.
NCCCCCCNC(=O)c1c(O)c2ccccc2oc1=O was read as mcGAS MS inh -1.6.
COC(=O)c1ccc(Cn2ccnc2-c2nccn2C(C)C)cc1 was read as mcGAS MS inh -10.7.
Screening CN(Cc1ccc(Br)s1)c1cc(C(N)=O)ccn1 returned mcGAS MS inh -8.5&-6.6.
`COc1ccc2nc(NC(=O)C(C)n3c(=O)oc4ccccc43)sc2c1` (stereo unspecified) gave mcGAS MS inh -2.4.
`CC(C(=O)OCc1csc(CC(=O)NCc2ccccc2)n1)N1C(=O)c2ccccc2C1=O` (stereo unspecified) gave mcGAS MS inh -4.5.
CCN(Cn1nc(-c2ccc(C(C)(C)C)cc2)n(C)c1=S)C1CCS(=O)(=O)C1 (stereo unspecified) was read as mcGAS MS inh -2.6.
CCOc1cc2c3c(c1)C1(Nc4ccccc4CO1)C(=O)N3C(C)(C)CC2C (stereo unspecified) was read as mcGAS MS inh -12.8.
O=C(CCC(=O)N1CCCN(c2ncccn2)CC1)NC1CCCC1 was read as mcGAS MS inh -12.7.
Screening O=C(O)c1cc(OC2CCCCC2)c(F)cc1NS(=O)(=O)c1ccc2c(c1)COC2 returned mcGAS MS inh -3.0.
`O=C(O)c1csc(-c2cccs2)n1` gave mcGAS MS inh -10.2.
O=c1c2cc([N+](=O)[O-])ccc2nc2n1CCC2 was read as mcGAS MS inh 0.6.
Screening Cc1noc(C)c1S(=O)(=O)N1CCN(C(=O)CN2CCOCC2)CC1 returned mcGAS MS inh -6.1.
For CC1CCN(CC2(O)CCCN(Cc3ccc(F)cc3)C2=O)CC1 (stereo unspecified) the results were mcGAS MS inh -3.7.
COc1cccc(CN2CCCC(O)(CN3CCC(n4cnnc4)CC3)C2=O)c1 (stereo unspecified) was read as mcGAS MS inh -28.1.
CC(=O)Nc1sc(C)c(C)c1C(=O)OCC(=O)N1CC2(C)CC1CC(C)(C)C2 (stereo unspecified) was read as mcGAS MS inh -8.1.
`O=C(C[n+]1cc(Br)cc2ccccc21)c1ccccc1` gave mcGAS MS inh -6.7.
CC(O)(C(=O)N1CCC(N2CCC(C(=O)NC3CC3)CC2)CC1)c1ccccc1 (stereo unspecified) was read as mcGAS MS inh -18.9.
For CCn1nnnc1SCC(=O)Nc1cc(F)ccc1C the results were mcGAS MS inh -2.9.
`Nc1nc(SCc2ccccc2CSc2n[nH]c(N)n2)n[nH]1` gave mcGAS MS inh -2.3.
`Cc1c(C(=O)NCc2cccc([N+](=O)[O-])c2)sc(=O)n1CCc1ccccc1` gave mcGAS MS inh -3.1.
CC(CNC(=O)N(C)C1CCOCC1)c1c(Cl)cccc1Cl (stereo unspecified) was read as mcGAS MS inh -7.5.
For O=C(CCn1cncn1)Nc1ccccc1C(=O)n1cnc2ccccc21 the results were mcGAS MS inh -6.3.
For CC(C)c1ccccc1OCC(=O)Nc1nccs1 the results were mcGAS MS inh 1.0.
`N#Cc1cnn(C(=O)Cn2cccc(C(F)(F)F)c2=O)c1N` gave mcGAS MS inh 2.9.
Screening CC(C)(C)C(=O)Nc1ccc(Oc2cccc(C#N)c2)nc1 returned mcGAS MS inh 12.7.
For O=C(C=Cc1ccsc1)N1CCN(S(=O)(=O)c2cc(F)ccc2F)CC1 the results were mcGAS MS inh -8.9.

3 neighbouring records out of the list so far:
`O=C(C[n+]1cc(Br)cc2ccccc21)c1ccccc1` gave mcGAS MS inh -6.7.
CC(O)(C(=O)N1CCC(N2CCC(C(=O)NC3CC3)CC2)CC1)c1ccccc1 (stereo unspecified) was read as mcGAS MS inh -18.9.
For CCn1nnnc1SCC(=O)Nc1cc(F)ccc1C the results were mcGAS MS inh -2.9.

Next compounds follow.
O=C(NC1CCN(c2c(F)cccc2F)C1=O)C1=CCCCO1 (stereo unspecified) was read as mcGAS MS inh -2.7.
`O=C(NCCCn1ccnc1)c1noc2c1CCCC2` gave mcGAS MS inh 14.8.
`CCCCN1C(=O)Cc2c1nc(N)c1c(N)nc(N(CCC)CCC)c(C#N)c21` gave mcGAS MS inh 0.8.
Screening CCN(Cc1nccn1C)C(=O)c1ccc(-c2ccc3c(c2)OCCO3)nc1 returned mcGAS MS inh -16.1.
`Cn1c(SCc2cn3cc(Cl)ccc3n2)nc2ccccc21` gave mcGAS MS inh -16.5.
CCOC(=O)c1cnc2[nH]c3ccccc3n2c1=O was read as mcGAS MS inh -5.6.
COc1ccc(NC(=O)c2cc3cc(OC)ccc3oc2=O)c(OC)c1 was read as mcGAS MS inh -1.8.
Screening CCC(Sc1nc2c(c(=O)n1-c1ccccc1)SCC2)C(=O)OC (stereo unspecified) returned mcGAS MS inh -3.8.
CCOc1ccc(S(=O)(=O)NC(=O)c2cc(C(C)(C)C)[nH]n2)cc1 was read as mcGAS MS inh -6.1.
For NC(=O)c1nnc2n1CCN(C(=O)/C=C/c1ccccc1)C2 the results were mcGAS MS inh -9.3.
`CN1C(=O)C(O)(CC(=O)c2cccc(N)c2)c2ccccc21` (stereo unspecified) gave mcGAS MS inh -29.6.
For CC1(C)CNC2(S1)C(=O)Nc1ccc(Cl)cc12 (stereo unspecified) the results were mcGAS MS inh -1.3.
Screening Cn1c(NC(=O)c2ccccc2)c(-c2cccs2)c(=O)c2ccccc21 returned mcGAS MS inh -0.7.
For O=c1[nH]c(Cc2c[nH]c3ncccc23)nc2cc(F)c(F)cc12 the results were mcGAS MS inh 1.9.

Compound activity: PubChem, Fisher Drug Discovery Resource Center

Some of the compounds tested, so the mix of outcomes need not match the whole.
